Source: PubChem (several laboratories)
MrgX1 allo act – human MrgX1 positive allosteric modulation, primary screen; Q96LB2; MrgX1-HEK293, Fluo-4 calcium flux, FDSS; stronger effect = higher value; 0.63% of 310,000 active; B-score at 10 µM;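 active = plate-corrected calcium response at least 3 library SD above typical, normal starting fluorescence, not activating the receptor alone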;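 also: compound read alongside a low EC10 to EC30 dose of BAM8-22 agonist; peak minus trough fluorescence over baseline measured at the second addition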
Target sequence (Q96LB2 whole entry, looked up): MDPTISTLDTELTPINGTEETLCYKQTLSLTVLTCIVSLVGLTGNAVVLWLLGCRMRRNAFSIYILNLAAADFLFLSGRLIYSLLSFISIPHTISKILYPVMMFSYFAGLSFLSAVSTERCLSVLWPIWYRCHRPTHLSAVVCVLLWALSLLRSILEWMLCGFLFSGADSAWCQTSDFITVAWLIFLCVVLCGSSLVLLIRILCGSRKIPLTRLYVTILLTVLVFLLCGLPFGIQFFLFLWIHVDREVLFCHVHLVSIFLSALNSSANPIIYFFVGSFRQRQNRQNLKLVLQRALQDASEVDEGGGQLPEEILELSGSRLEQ
MrgX1 agonist – activates human MrgX1 receptor signaling; Q96LB2; MrgX1-HEK293 cells, Fluo-4 calcium fluorescence, agonist mode; stronger effect = higher value; B-score at 10 µM; 0.44% of 310,000 active; AID 588627;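 active = calcium response B-score plate-corrected fluorescence ratio at least 3 library SD, with starting fluorescence B-score inside 5 SD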
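Assay system: stable human MrgX1 HEK293 cell line. Quantity: 15,000 cells per well. Schedule: cells plated overnight, dye loaded 0.5 h 37 °C, 0.5 h room temperature. Detection: Fluo-4 NW calcium-flux fluorescence, kinetic read. Read-out basis: peak-minus-minimum fluorescence over baseline, converted to B scores. Control set: positive and negative control wells on each plate.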
TRPC6 inhibitor – inhibitors of mouse TRPC6 channel. Q61143. HEK293-TRPC6, membrane potential dye, ACh-evoked depolarization; stronger effect = lower value. B-score at 10 µM. 1.1% of 310,000 active. AID 2553;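 active = B-score under library mean minus 3 SD, initial fluorescence not abnormally high, positive integrated signal ratio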;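 also: B-score derived from integrated fluorescence ratio over the kinetic read; more negative B-score means stronger inhibition of depolarization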
TMEM16A act – mouse TMEM16A channel activation, primary screen | Q8BHY3 | HEK293 TMEM16A/YFP-H148Q/I152L, iodide quench fluorescence; stronger effect = lower value | B-score at 10 µM | 0.3% of 340,000 active | AID 623877;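 active = fluorescence-ratio B-score plate-corrected deviation score at least 3 library SD below zero, with starting fluorescence score within 5 deviations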;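 also: channel opened by trigger with iodide after compound preincubation; score built on the fluorescence ratio of max minus min over baseline; more negative score means more quench and so TMEM16A activation or potentiation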
TMEM16A inh – mouse TMEM16A channel inhibition, primary screen; Q8BHY3; HEK293 TMEM16A/YFP iodide influx fluorescence, ionomycin; normalized B-score (activity score, 25-100; higher = stronger inhibition) at 10 µM; 1.2% of 310,000 active;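 active = ratio plate-corrected score three or more library SD toward inhibition, starting fluorescence score within five deviations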;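 also: score derived from kinetic fluorescence span divided by baseline fluorescence per well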
RGS4 inh – human RGS4 inhibition; P49798; HEK293 M3R/RGS4 inducible, Fluo-4 calcium flux; stronger effect = higher value; triggered by carbachol at its EC20; B-score at 10 µM; 0.45% of 310,000 active;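 active = B-score, a plate-corrected calcium signal, over three deviations above library mean, with baseline fluorescence within five deviations of library mean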;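 also: RGS4 expression induced by doxycycline in cells with stable M3 receptor; B-score is computed from the integrated fluorescence ratio over baseline after carbachol; higher B-score means a larger calcium signal and so more RGS4 inhibition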
Target sequence (P49798 whole entry, looked up): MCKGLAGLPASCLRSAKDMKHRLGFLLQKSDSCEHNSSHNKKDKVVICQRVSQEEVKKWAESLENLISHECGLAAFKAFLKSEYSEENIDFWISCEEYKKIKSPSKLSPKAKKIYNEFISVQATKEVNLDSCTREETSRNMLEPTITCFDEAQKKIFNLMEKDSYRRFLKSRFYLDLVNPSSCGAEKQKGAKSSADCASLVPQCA
HDAC3 inh – inhibitors of human histone deacetylase 3; 0.15% of 320,000 active; AID 2718; inhibition, % at 8.3 µM; recombinant HDAC3, fluorogenic peptide/trypsin coupled, fluorescence; in the data active = inhibition above about 26%, passing the limit was not always enough
Target sequence (O15379 whole entry, looked up): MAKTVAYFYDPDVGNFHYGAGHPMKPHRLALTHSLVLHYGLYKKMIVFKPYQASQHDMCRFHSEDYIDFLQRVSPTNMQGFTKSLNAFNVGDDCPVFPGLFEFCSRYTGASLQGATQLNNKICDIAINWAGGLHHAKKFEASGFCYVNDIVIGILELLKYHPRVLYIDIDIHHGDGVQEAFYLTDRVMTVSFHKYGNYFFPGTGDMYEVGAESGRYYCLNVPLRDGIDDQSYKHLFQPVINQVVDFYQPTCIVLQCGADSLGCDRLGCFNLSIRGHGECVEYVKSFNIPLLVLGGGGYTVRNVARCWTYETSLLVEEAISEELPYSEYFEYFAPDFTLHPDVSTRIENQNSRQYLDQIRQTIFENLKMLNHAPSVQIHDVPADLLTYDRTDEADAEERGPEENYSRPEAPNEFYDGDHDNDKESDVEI
MrgX1 antagonist – blocks BAM8-22 activation of human MrgX1 receptor; MRGX1-HEK293 calcium flux, Fluo-4, BAM8-22 antagonism; stronger effect = lower value; B-score at 10 µM; 1.3% of 310,000 active; AID 588676;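 active = calcium-response B-score plate-corrected more than 3 library SD below zero, starting fluorescence within 5 deviations, no agonist response on first addition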;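 also: peak minus trough fluorescence over baseline after final BAM8-22 challenge near maximal dose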
RGS4 pot – potentiators or activators of RGS4. B-score at 10 µM. 0.92% of 310,000 active. AID 463111. HEK293 M3R/inducible RGS4, carbachol calcium flux Fluo4; stronger effect = lower value;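 active = B-score of the integrated calcium signal more than 4 SD below the library mean, with starting fluorescence not abnormally high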;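 also: negative B-score means reduced calcium response which marks RGS4 activation or potentiation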
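System – HEK293 FlpIn-TREx cells, stable M3R, doxycycline-inducible RGS4 · Reagent – ECmax carbachol challenge · Times – compound preincubation 20 min at room temperature before agonist · Technique – Fluo4 fluorescence kinetic imaging of calcium · Measure – B score of integrated Fluo4 ratio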
SKKanGAS inh – inhibitors of SKKanGAS S. pyogenes growth in kanamycin (SK-promoter or general growth effect); 1.3% of 300,000 active; BacTiter-Glo, 6 h; AID 1662; inhibition, % at 7.5 µM;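 active = mean replicate score, as percent of positive control median, at least 50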;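 also: strain carries kanamycin resistance gene driven by streptokinase promoter and grows in 40 µg/ml kanamycin; loss of luminescence reflects streptokinase promoter inhibition or plain growth inhibition; 0% = median of DMSO wells and 100% = positive control at its reference dose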
TRPC6 activator – mouse TRPC6 channel activation. Q61143. HEK293-TRPC6 membrane potential dye fluorescence; stronger effect = higher value. B-score at 10 µM. 0.13% of 310,000 active. AID 2550;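 active = B-score of the integrated fluorescence ratio above library mean plus 3 SD, and starting fluorescence ratio within library mean plus 5 SD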;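 also: higher score means more depolarization so channel activation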
Starred values were filed as active, the others as inactive; i = inactive; / = no result given.

SMILES	MrgX1 allo act	MrgX1 agonist	TRPC6 inhibitor	TMEM16A act	TMEM16A inh	RGS4 inh	HDAC3 inh	MrgX1 antagonist	RGS4 pot	SKKanGAS inh	TRPC6 activator
O=C1CCCN1CCCNS(=O)(=O)c1ccc(Br)cc1	i	i	i	i	i	i	-1.9	i	i	-1.9	i
CC(=O)Nc1ccc(S(=O)(=O)Oc2ccccc2N2C(=O)C3C4CCC(C4)C3C2=O)cc1 (centres undefined)	i	i	i	i	i	i	3.7	i	i	-2.8	i
CCOc1ccc(NC(=O)CN(C)C(=O)C2=COCCO2)cc1OCC	i	i	i	i	i	i	-3.1	i	i	6.5	i
CCCCn1nc(NC(=O)c2cccs2)c2cc3ccccc3nc21	i	i	i	i	i	i	16.0	i	i	5.8	i
CC(=O)N1N=C(c2ccco2)CC1c1ccc(C)cc1 (centres undefined)	i	i	i	i	i	i	4.9	i	i	5.7	i
CC(=O)c1ccc(N2CCN(C(=O)c3cc4c(s3)CCCC4)CC2)cc1	i	i	i	-37.1*	i	i	-8.9	i	i	0.2	i
C=CCn1c(CCNC(=O)c2ccccc2F)nnc1SCc1nc2ccccc2c(=O)[nH]1	i	i	i	i	i	i	-3.0	i	i	1.7	i
COC(=O)C1=CN(C)C=C(C(=O)OC)C1c1ccsc1	/	/	i	i	/	i	/	/	i	-18.1	i
CCN1CCc2c(sc(NC(=O)Cc3ccccc3)c2C(=O)OC)C1	i	i	i	i	i	i	3.7	i	i	-2.6	i
OC1C2CN3CCN(C2)CC1(Cc1ccccc1)C3 (centres undefined)	i	i	i	i	i	i	-6.7	i	i	-1.8	i
N#CCc1c(C#N)c(N)nc(N2CCN(S(=O)(=O)c3ccccc3)CC2)c1C#N	i	i	i	i	i	i	3.2	i	i	-11.7	i
Cc1cccc(NC(=O)N2CCC(NC(=O)C3CCCCC3)CC2)c1	i	i	i	i	i	i	2.8	i	i	7.3	i
CCc1[nH]nc(C(=O)N2CCCC(CNS(=O)(=O)c3cccs3)C2)c1C (centres undefined)	i	i	i	i	i	i	-11.3	i	i	13.4	i
O=C(Cc1ccccc1)NCC(=O)N1CCc2ccccc2C1	i	i	i	/	i	i	-0.1	i	i	4.5	i
CCc1nnc(N2C(=N)SCC2=O)s1	i	i	i	i	i	i	2.0	i	i	-2.5	i
N/C(=N\OC(=O)c1ccc([N+](=O)[O-])cc1)c1ccc(Br)cc1	i	i	i	i	i	i	2.6	i	i	-4.7	i
CC(C)(C)C(=O)Nc1cc(C(F)(F)F)ccc1N1CCOCC1	i	i	i	i	i	i	5.5	i	i	0.4	i
Cc1ccc(C)c(NC(=O)CCOc2ccccc2)c1	i	i	i	i	i	i	1.1	i	i	-3.8	i
O=C(CN1C(=O)c2ccccc2S1(=O)=O)NCCSCc1ccccc1Cl	i	i	i	i	i	i	-2.1	i	i	-3.5	i
COc1ccc(CNC(=O)CCC(=O)n2ncc3cc(C)ccc32)cc1	i	i	i	i	i	i	-3.6	i	i	2.1	i
c1ccc(Oc2cccc(OCCn3cncn3)c2)cc1	i	i	i	i	i	i	-1.5	i	i	6.8	i
CCOc1c(N2CC(C)OC(C)C2)c(=O)c1=O (centres undefined)	i	i	i	i	i	i	3.2	i	i	-4.0	i
O=C(/C=C/c1ccccc1[N+](=O)[O-])N1CCOCC1	i	i	i	i	i	i	-4.8	i	i	-11.5	i
COc1ccc(C(NC(=O)C(C)(C)C)NC(=O)C(C)(C)C)cc1	i	i	i	i	i	i	-2.4	i	i	-2.7	i
Cc1ccc(N(CC(=O)NC2CCCCC2C)S(=O)(=O)c2c(C)nn(C)c2C)cc1 (centres undefined)	i	i	i	i	i	i	0.5	i	i	-0.8	i
CCOC(=O)CNC(=S)N(Cc1ccco1)Cc1ccccc1Cl	i	i	-5.78*	i	i	i	-1.6	i	i	5.0	i
CC1=NNC(=O)/C1=C\c1cn(-c2ccccc2)nc1-c1cccs1	i	i	i	i	i	i	-2.1	-6.46*	i	5.8	i
CCCOC(=O)CCCCC1SCC(NC(=O)OC)C1NC(=O)OC (centres undefined)	i	i	i	i	i	i	1.1	-8.14*	i	-4.3	i
CSc1nncc(-c2ccc(F)cc2)n1	i	i	i	i	i	i	-6.0	i	i	-6.8	i
COc1ccc(NC(=S)Nc2cnc3ccccc3c2)c(OC)c1	i	i	i	i	i	i	-6.0	i	i	3.0	i
COC(=O)c1c(N)n(CCCN2CCOCC2)c2nc3ccccc3nc12	i	i	-5.08*	i	i	i	-11.7	i	i	-4.9	i
COc1ccc(NS(=O)(=O)c2cccc(C(=O)N3CCCC(C)C3)c2)cc1 (centres undefined)	i	i	i	i	i	i	2.0	i	i	16.1	i
Clc1ccc(-c2csc(N3CCOCC3)n2)cc1	/	/	i	i	/	i	/	/	i	-14.4	i
CC1SC(c2ccc(Cl)cc2Cl)NC1=O (centres undefined)	i	i	i	i	i	i	-5.7	i	i	10.0	i
O=C(NCCNc1ccc([N+](=O)[O-])cc1)c1ccccc1F	i	i	i	i	i	i	7.0	i	i	3.3	i
COc1ccc(-c2cc(C(F)(F)F)c3c(n2)sc2c(O)cc(=O)[nH]c23)c(OC)c1	i	39.1*	i	i	i	i	4.4	i	i	55.1*	i
CCn1c(CNC(=O)c2ccc(F)cc2)cc2ccccc21	i	i	i	i	i	i	2.9	i	i	4.1	i
Cc1csc(SC(C)c2nc3scc(-c4ccccc4)c3c(=O)[nH]2)n1 (centres undefined)	i	i	i	i	i	i	2.4	i	i	-8.0	i
COc1cc2cc(C#N)c(SCC(=O)N3CCOCC3)nc2cc1OC	i	i	i	i	i	i	-7.2	i	i	-10.2	i
C=CCn1nnnc1SCC(=O)Nc1ccccc1C(=O)OC	i	i	i	i	i	i	1.9	i	i	-7.2	i
COc1ccc(N(CC(=O)Nc2ccc3c(c2)OCO3)S(=O)(=O)c2ccccc2)cc1OC	i	i	i	i	i	i	3.0	i	i	3.8	i
CC(=O)c1cc(C#N)c(SCC(=O)O)nc1C	i	i	i	i	i	i	0.5	i	i	2.0	i
COc1cc(Cl)ccc1OCc1cc(C(=O)N(C)CCc2cnn(C)c2)no1	i	i	i	i	i	i	0.7	i	i	-2.3	i
Cc1c(C(=O)N(Cc2ccccc2Cl)C2CCS(=O)(=O)C2)oc2ccccc12 (centres undefined)	i	i	i	i	i	i	1.5	i	i	-12.1	i
O=C(CSc1nnc2ccc(-c3ccccn3)nn12)Nc1ccc(F)cc1F	i	i	i	i	i	i	2.1	i	i	4.0	i
O=c1c2cc3c(=O)n(-c4ccccc4O)c(=O)c3cc2c(=O)n1-c1ccccc1O	i	i	i	i	i	i	-10.9	i	i	2.3	i
CC1=NNC(=O)C1CC(=O)N/N=C(/C)c1cccc([N+](=O)[O-])c1 (centres undefined)	i	i	i	i	i	i	2.5	i	i	-8.4	i
O=C(Cc1ccc([N+](=O)[O-])cc1)N/N=C/c1cccnc1	i	i	i	i	i	i	-3.1	i	i	-2.2	i
Cc1cc2c(N=NC(=O)CCc3ccccc3)c(O)[nH]c2cc1Br	i	i	i	i	i	i	-0.5	i	i	-9.0	i
CSc1nc(C)c(C(=O)C[n+]2ccccc2)cc1C#N	i	i	i	i	i	i	1.7	i	i	-3.6	i
COc1ccc(Nc2nc(C)c3ccccc3n2)cc1	15.5*	i	i	i	i	i	5.2	i	i	-4.3	i
Cc1cc(C)cc(NC(=O)N2CCC(NC(=O)c3ccco3)CC2)c1	i	i	i	i	i	i	5.9	i	i	0.8	i
CCc1nnc2n1N=C(c1ccc(-c3cc(Cl)ccc3Cl)o1)CS2	i	i	i	i	i	i	4.3	i	i	-4.8	i
CCN(CC(=O)Nc1c(F)cccc1F)C(=O)CCc1nc2cc(S(=O)(=O)N3CCOCC3)ccc2n1C	i	i	i	i	i	i	-4.2	i	i	-1.6	i
Cc1c(Cl)cccc1NC(=O)CSc1sc2c(O)cc(=O)[nH]c2c1C#N	i	i	i	i	i	i	6.9	i	i	26.4	i
CC(OC(=O)c1cccc(-n2cnnn2)c1)C(=O)c1ccccc1 (centres undefined)	i	i	i	i	i	i	13.4	i	i	2.6	i
COC(=O)C(NC(=O)c1ccccc1C)(Nc1ncc(S(=O)(=O)c2ccc([N+](=O)[O-])cc2)s1)C(F)(F)F (centres undefined)	i	i	i	i	i	i	-2.7	i	i	15.2	i
O=C(CN1CCCC1)N/N=C/c1c(O)ccc2ccccc12	i	i	i	i	i	i	-1.7	i	i	32.4	i
CC(OC(=O)Cc1n[nH]c(=O)c2ccccc12)C(=O)Nc1cccc([N+](=O)[O-])c1 (centres undefined)	i	i	i	i	i	i	-2.4	i	i	-6.5	i
Cc1ccccc1Cn1cc(NC(=O)c2noc3c2CC(C(C)(C)C)CC3)cn1 (centres undefined)	i	i	i	i	i	i	-1.3	i	i	0.6	i
(further entries)
SMILES	MrgX1 allo act	MrgX1 agonist	TRPC6 inhibitor	TMEM16A act	TMEM16A inh	RGS4 inh	HDAC3 inh	MrgX1 antagonist	RGS4 pot	SKKanGAS inh	TRPC6 activator
O=C(N/C(=C/c1ccccc1)C(=O)N1CCCCC1)c1ccc(Br)o1	i	i	i	i	i	i	2.6	i	i	-1.4	i
CC(Oc1ccccc1)c1ccnn1S(C)(=O)=O (centres undefined)	i	i	i	i	i	i	4.8	i	i	0.7	i
Nc1cc(C(=O)OCC(=O)NNC(=O)c2cccs2)ccc1Cl	i	i	i	i	i	i	0.1	i	i	-15.0	i
CCOC(=O)COc1ccc2cc(C(=O)OCC)c(=O)oc2c1	i	i	i	i	i	i	-47.6	i	i	1.8	i
COc1cc(/C=N/n2c(C)nc3ccccc3c2=O)ccc1O	i	i	i	i	i	i	7.7	i	i	12.6	i
CCOc1ccccc1C(=O)N1CCC(C(=O)c2ccc(F)cc2)CC1	i	i	i	i	i	i	1.8	i	i	2.3	i
CCOc1ccc(NS(=O)(=O)c2ccc(C(=O)NCC(c3cccs3)N3CCOCC3)cc2)cc1 (centres undefined)	i	i	i	i	i	i	7.1	-6.54*	i	-3.9	i
COc1ccc(CCNC(=O)c2nnn(-c3cc(C)cc(C)c3)c2N)cc1OC	i	i	i	i	i	i	5.6	i	i	-4.1	i
Clc1ccc(CNc2ccc(N3CCN(Cc4ccccc4)CC3)cc2)cc1	i	i	i	i	i	i	-10.9	i	i	4.9	i
COC(=O)C1C(=O)CC(C)(O)C(C(=O)OC)C1c1ccccc1F (centres undefined)	i	i	i	i	i	i	-7.0	i	i	-0.5	i
